Screening data: PubChem, several laboratories
aDG glyco up: increases alpha dystroglycan glycosylation; Pro5-aDG cells, alpha-DG glycosylation AlphaScreen (IIH6); 0% Pro5, 100% B10-LARGE cell signal; activation, % at 10 µM; 360,000 tested, 0.22% active; AID 624168;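 active means activation of at least 8% versus controls, or a plate z-score of at least 8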;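 further: Pro5 are CHO cells carrying HIG-tagged alpha-DG that lacks glycosylation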
HTR2A ag: mouse HTR2A agonism via beta-arrestin recruitment; CHO-K1 mHTR2A beta-arrestin complementation, luminescence; percent of 30 µM serotonin response; activation, % at 7.6 µM; 360,000 tested, 0.66% active; AID 624169; P35363;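 active means activation above a run cutoff, the mean activation of all tested compounds plus 3 SD, cut at about 14% in these data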;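 further: 0% = plate median of compound wells and 100% = 30 µM serotonin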
Target sequence (P35363 whole entry, looked up): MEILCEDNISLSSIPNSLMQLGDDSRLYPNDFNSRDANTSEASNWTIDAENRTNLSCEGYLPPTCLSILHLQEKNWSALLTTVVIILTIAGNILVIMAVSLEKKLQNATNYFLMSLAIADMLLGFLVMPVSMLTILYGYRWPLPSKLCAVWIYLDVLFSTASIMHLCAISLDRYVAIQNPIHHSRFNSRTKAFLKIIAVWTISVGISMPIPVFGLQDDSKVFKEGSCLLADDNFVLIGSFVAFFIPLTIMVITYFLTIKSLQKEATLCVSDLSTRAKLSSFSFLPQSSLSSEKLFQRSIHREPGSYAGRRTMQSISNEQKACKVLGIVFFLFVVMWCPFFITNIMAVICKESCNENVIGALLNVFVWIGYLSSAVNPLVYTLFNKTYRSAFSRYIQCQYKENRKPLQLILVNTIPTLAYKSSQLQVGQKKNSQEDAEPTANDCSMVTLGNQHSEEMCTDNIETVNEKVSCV
H9c2 protect: myocardial damage modulation in H9c2 cells | H9c2 cardiomyocytes, H2O2 injury protection, ATPLite, 2 h | protection from H2O2 cell death, % at 20 µM | 360,000 tested, 0.63% active | AID 588492;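 active means compounds giving at least 50% protection of heart cells from peroxide-induced death in the single-dose screen, raw or plate-pattern-corrected value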;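 further: 0% = DMSO wells with peroxide and 100% = DMSO wells without peroxide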
Granule exo inh: blocks lytic granule exocytosis. TALL-104 LAMP-1 surface exposure, flow cytometry; cells stimulated with thapsigargin and PMA. 360,000 tested, 0.66% active. inhibition, % at 10 µM;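 active means inhibition above about 55%, limit read from the data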
Vif inh: blocks HIV Vif function. HEK293T cells, Vif self-association by quenched fluorescence, imaging, 24 h. inhibition, % at 7.49 µM. 340,000 tested, 0.35% active. AID 602346; in the data active means inhibition above about 50%, passing the limit was not always enough; further: some results filed as inactive read as strong as hits
iPSC survival up: increases survival of single human iPS cells | hiPSC single-cell survival, ATPlite luminescence; 100% = ROCK inhibitor wells, 0% = DMSO | survival enhancement, % at 20 µM | 360,000 tested, 0.044% active; in the data active means survival enhancement above about 18%;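 further: cells exposed to compounds for 16 hours before the ATP read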
N-glyco inh: blocks N-linked glycosylation in D54 reporter cells. reporter increase, % at 12.5 µM. 360,000 tested, 0.23% active. D54 ERlucT glycosylation luciferase reporter, 24 h; percent of 100 nM tunicamycin response;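 active means mean luciferase reporter signal, scaled so untreated is 0 and the glycosylation-blocking control 100, at or above a set limit in every replicate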;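 further: luciferase carries N-glycosylation sites so blocking glycosylation raises the light; 0% = median of neutral control wells and 100% = median of 100 nM tunicamycin wells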
ABCB6 inh MLPCN: inhibitors of human ABC transporter ABCB6. K562-ABCB6 porphyrin accumulation, flow cytometry, 1 h; active compounds read low. fluorescence ratio to DMSO, % at 10 µM. Q9NP58. 360,000 tested, 0.19% active;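 active means fluorescence ratio to DMSO below 75%, the collection mean minus 3 SD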;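 further: signal is porphyrin accumulated inside mitochondria; 100% equals median channel fluorescence of DMSO control wells; lower ratio means ABCB6 inhibition with less porphyrin fluorescence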
PDI inh: PDI (human) enzyme inhibition. P07237. PDI insulin aggregation turbidity, A650, 90 min. inhibition, % at 10 µM. 350,000 tested, 0.052% active. AID 588391;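 active means mean inhibition across replicates of 30% or more, whatever share of single replicates reach that level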;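 further: absorbance from insulin aggregation driven by PDI reduction with DTT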
Target sequence (P07237 whole entry, looked up): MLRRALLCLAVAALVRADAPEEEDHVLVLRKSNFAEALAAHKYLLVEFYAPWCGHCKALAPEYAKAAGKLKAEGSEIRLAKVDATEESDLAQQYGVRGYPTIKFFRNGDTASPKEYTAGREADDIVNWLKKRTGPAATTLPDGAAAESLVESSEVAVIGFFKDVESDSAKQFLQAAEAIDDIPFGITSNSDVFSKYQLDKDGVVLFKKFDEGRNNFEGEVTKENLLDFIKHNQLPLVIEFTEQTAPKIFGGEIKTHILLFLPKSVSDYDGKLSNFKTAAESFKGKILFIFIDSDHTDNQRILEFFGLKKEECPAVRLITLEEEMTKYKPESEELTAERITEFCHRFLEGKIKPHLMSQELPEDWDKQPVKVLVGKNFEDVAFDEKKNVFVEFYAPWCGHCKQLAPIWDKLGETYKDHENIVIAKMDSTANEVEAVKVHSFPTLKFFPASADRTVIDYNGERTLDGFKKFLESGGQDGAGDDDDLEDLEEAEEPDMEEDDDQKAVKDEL
CaV13 FRET inh: Primary screen for inhibitors of IQ motif and Ca2+-dependent inactivation inhibitor domain binding in CACNA1D, Förster resonance energy transfer in living cells, …; 340,000 tested, 0.098% active; inhibition, % at 12.3 µM; HEK cells, CFP/YFP FRET ICDI-IQ, plate reader, 10 min; percent FRET-ratio fall versus neutral wells; AID 743397;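 active means mean replicate inhibition of at least 30% and at least 1% of replicates passing that level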;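 further: 0% = median of the neutral control wells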
Starred values were filed as active, the others as inactive; · = not tested or not shown. Rows were taken by chance. Share with any hit: about 3.1%.

SMILES	aDG glyco up	HTR2A ag	H9c2 protect	Granule exo inh	Vif inh	iPSC survival up	N-glyco inh	ABCB6 inh MLPCN	PDI inh	CaV13 FRET inh
COC(=O)C1=CN(c2ccc(F)cc2)C=C(C(=O)OC)C1c1cccc([N+](=O)[O-])c1	-0.1	-2	3	28	-7	-0.5	-5	92	2	-3
CC(C)(C)c1nnc(NC(=O)CCn2cnc3ccccc3c2=O)s1	-0.2	2	-6	2	-13	0.8	2	92	10	-3
CCOc1ccc2ccccc2c1/C=N/NC(=O)c1ccc(C)nc1	0.1	-8	2	-13	5	0.7	4	96	10	-3
CC1CCCCN1CCNC(=O)c1ccc2c(c1)N(Cc1cccc(Cl)c1)C(=O)c1ccccc1S2=O (centres undefined)	0.2	-1	-1	17	-3	-0.6	-5	93	5	-2
Cc1ccc(C)c(NC(=O)N2CCCCCC2)c1	0.2	-7	2	0	-3	0.5	0	100	8	·
Cc1cc(NC(=O)c2ccc(C#N)cc2)n(-c2ccccn2)n1	0.0	2	0	-1	3	1.1	1	93	10	-6
CCOC(=O)COc1c(OC)cc(Cl)cc1C1NC(=O)NC(C)=C1C(C)=O (centres undefined)	0.0	2	2	-2	·	0.2	2	100	2	-3
CCCC1S/C(=N/N=C/c2cccs2)NC1=O (centres undefined)	0.0	-1	10	-4	-2	0.9	1	101	-1	·
O=c1cc(-c2ccco2)oc2c1ccc1ccccc12	0.0	2	-8	-4	·	-3.0	4	99	0	-5
C=CCn1ccc(O)c(Cc2ccc(Cl)cc2)c1=O	-0.2	-3	6	3	10	0.2	1	98	-2	-6
Cc1ccc([C@H]2C(C(=O)O)=CC[C@@H](c3ccc(Cl)cc3)N2S(=O)(=O)c2ccc(C)cc2)cc1	-0.1	2	-7	1	·	-0.1	-2	105	6	-5
COCCNC(=O)C(=O)NCC1OCCN1S(=O)(=O)c1cc(F)ccc1F (centres undefined)	0.0	1	9	1	-3	-0.4	0	99	-17	·
Cc1ccc(S(=O)(=O)N2CCN(c3ccccn3)CC2)cc1	0.0	-3	-7	-5	-9	-0.7	-2	99	10	-20
CCCCOc1ccc(C(=O)N/C(=C\c2ccc([N+](=O)[O-])cc2)C(=O)OCc2ccco2)cc1	0.4	-2	-10	4	2	-1.3	0	92	3	-5
O=C(Nc1c(C(=O)N2CCC(N3CCCCC3)CC2)oc2ccccc12)c1ccc(F)cc1	0.1	-6	18	1	-1	0.1	-7	95	4	-6
CC(C)c1nnc(NC(=O)COC(=O)/C=C/c2ccc([N+](=O)[O-])cc2)s1	0.2	-3	-2	-6	2	-0.5	2	98	-2	-7
CC(C)CC(CC(C)C)=NNC(=O)c1ccc2c(c1)OCO2	-0.3	-2	12	12	10	-0.4	1	98	-3	3
Cc1ccc(-n2ncc3c(=O)n(-c4ccc(C)c(C)c4)c(C)nc32)cc1	0.1	3	-12	-2	-9	1.5	-5	83	-9	-5
OCCN1CCN(c2nc3ccccc3nc2-c2ccccc2)CC1	-0.2	-6	-1	6	-8	2.1	2	98	3	-4
NC(=O)c1c(NC(=O)CN2CCOCC2)sc2c1CCC2	0.0	-5	-1	6	11	-2.2	0	83	-2	0
O=C(Nc1ccccc1N1CCCCC1)c1cccc(OC(F)F)c1	-0.1	4	-4	99*	-4	0.0	-1	104	8	-4
CSc1nc2sc3c(c2c(=O)[nH]1)CCC(C)C3 (centres undefined)	-0.1	-3	2	-4	1	-1.9	2	102	-6	-8
CC(C)=CC1C(C(=O)Nc2ccc(Br)cn2)C1(C)C (centres undefined)	0.0	2	-9	-1	-10	-0.9	-5	98	-6	-2
CCOc1cc(/C=N/Nc2nc(N3CCCC3)nc(N3CCCC3)n2)ccc1O	0.7	3	19	1	-3	-0.7	2	92	9	-5
CCOC(=O)C1(CCOc2ccccc2)CCN(Cc2ccncc2)CC1	0.2	-1	-8	-1	-3	-1.8	-3	95	-8	-5
CCOc1ccc(CCNC(=O)c2ccc(S(=O)(=O)N3CCCC3)cc2)cc1OCC	0.0	-2	-4	-1	-1	-0.5	-1	93	2	-6
CCOC(=O)c1ccc(N2CN(CCc3ccccc3)CNC2=S)cc1	-0.1	7	-1	-1	5	-2.5	2	100	-2	-5
Cc1oc(-c2ccccc2Cl)nc1CS(=O)CC(=O)NCc1ccc(Cl)cc1 (centres undefined)	0.0	-6	3	10	3	0.5	0	98	-2	-4
CCn1c(SCC(=O)NCCc2ccccc2)nnc1-c1cccs1	0.0	-1	4	0	·	-0.1	·	107	-5	-9
CCOC(=O)C1CCCN(S(=O)(=O)c2ccc(F)c(C(=O)Nc3ccc(F)c(F)c3)c2)C1 (centres undefined)	0.4	1	-12	2	-1	2.3	0	92	0	-5
Cc1ccc(N(NC(=O)C(C)(C)O)C(=O)c2ccccc2)cc1C	0.0	4	8	1	2	4.6	1	94	4	-1
O=C(O)CCCNC(=O)/C(=C\C=C\c1ccccc1)NC(=O)c1ccccc1Cl	-0.3	-4	7	-6	-2	0.5	0	99	9	-5
CC(=O)Oc1cc(OC(C)=O)c2c(=O)c(-c3ccc4c(c3)OCCCO4)c(C)oc2c1	0.0	1	2	-6	-4	-0.3	0	93	7	-4
COc1cc(C)ccc1OCc1cc(C(=O)NC2CCOCC2)no1	-0.4	-4	4	-2	·	1.0	1	98	-6	-10
CCCCn1cnc2c(oc3ccccc32)c1=O	0.1	-2	-2	-11	10	-0.3	2	98	3	-4
Cc1ccccc1NC(=O)CSc1nc2c(c(=O)n(C)c(=O)n2C)n1C	0.0	5	3	1	-1	-0.5	4	100	-4	-4
COc1ccccc1N1CCN(CCCCNC(=O)c2ccc3ccccc3c2)CC1	0.3	0	9	3	-5	-0.1	-1	111	-12	-5
CCOC(=O)CC[C@H](NC(=O)Cn1cnc(C(=O)Nc2ccc(C)c(C)c2)n1)C(=O)OCC	0.0	0	-28	-2	·	0.3	0	99	1	-6
COc1ccc(-c2csc3ncnc(N4CCN(c5ccccc5OC)CC4)c23)cc1	0.0	-5	38	88*	-8	0.7	-6	92	6	-3
Cc1scc(C(=O)Nc2ccon2)c1-c1ccccc1	0.1	0	3	-1	-4	-1.9	-2	96	0	-9
Cc1nnc(SCc2cc(=O)[nH]c(N3CCN(C)CC3)n2)s1	0.1	1	7	4	-3	3.3	1	96	-6	-6
COc1ccc(Cl)cc1NC(=O)CCCn1c(=O)c2cccn2c2cccnc21	0.4	4	13	-3	1	2.5	-1	99	-8	-7
Cc1ccc(C2C(C(=O)c3cc4ccccc4o3)=C(O)C(=O)N2c2cc(C)on2)cc1 (centres undefined)	-0.1	2	9	5	11	-0.6	1	101	-9	-3
Cc1cccc(C(=O)NCN2CCN(c3ccccc3C#N)CC2)c1	-0.2	-4	30	23	-1	-2.2	0	106	7	-5
O=C(CSc1ncn(-c2ccccc2)n1)Nc1ccc(Br)cn1	-0.2	-3	-2	1	6	8.8	1	95	0	-6
CCOC(=O)C(CC)Sc1nnc(COc2ccc(C)cc2)n1-c1ccccc1 (centres undefined)	0.2	-5	-2	8	-4	-0.6	-6	92	3	-3
Cc1cc(C)c(C(O)c2ncc(-c3ccccc3C)[nH]2)c(C)c1 (centres undefined)	-0.4	-5	-11	-20	-1	0.9	0	101	-15	-9
CCSc1nc(O)c(C2OC(=O)c3c2ccc(OC)c3OC)c(=O)n1-c1ccccc1 (centres undefined)	-0.1	4	1	2	-13	2.7	-1	96	-1	-5
CCOc1ccc(S(=O)(=O)NCc2ccc(C)cc2)c2cccnc12	0.3	-1	0	7	-4	0.0	0	108	1	-4
Cc1cc(C)c(S(=O)(=O)N2CCCc3ccccc32)c(C)c1	0.1	1	-13	10	-1	-0.4	-6	100	8	-1
COc1ccccc1NC(=O)c1ccc(NS(=O)(=O)c2ccc(F)c(Cl)c2)cc1	-0.2	-6	-9	-1	2	-1.8	2	98	7	-6
COc1ccc(OCCCC(=O)Nc2cccnc2)cc1	-0.3	4	1	1	-1	-1.0	0	101	-1	-1
CC(Nc1ccccc1)c1cc(Cl)ccc1O (centres undefined)	0.0	-1	-17	1	0	1.0	-2	98	-5	-2
Cc1ccc(S(=O)(=O)Nc2cccc3ncccc23)cc1	-0.1	-1	4	-1	0	-0.3	-1	100	-2	-6
C=CCc1c(C)nc(SC)nc1Nc1ccc(C(=O)O)cc1	0.0	-2	6	-1	9	3.1	2	108	-1	-6
COc1ccc(C(=O)NCC(=O)N2CCC(C)CC2)cc1OC	-0.3	3	6	-2	6	3.3	1	87	-1	-4
CSc1cccc(NC(=O)C(C)Sc2ccc(C)cc2)c1 (centres undefined)	-0.1	0	-11	1	-9	-3.9	-1	96	12	-6
COc1ccc(OC)c(C(=O)COC(=O)c2ccc(C)o2)c1	0.4	5	7	0	7	6.4	0	92	4	·

In the list so far, these contain a Cl atom.
SMILES	aDG glyco up	HTR2A ag	H9c2 protect	Granule exo inh	Vif inh	iPSC survival up	N-glyco inh	ABCB6 inh MLPCN	PDI inh	CaV13 FRET inh
CC1CCCCN1CCNC(=O)c1ccc2c(c1)N(Cc1cccc(Cl)c1)C(=O)c1ccccc1S2=O (centres undefined)	0.2	-1	-1	17	-3	-0.6	-5	93	5	-2
CCOC(=O)COc1c(OC)cc(Cl)cc1C1NC(=O)NC(C)=C1C(C)=O (centres undefined)	0.0	2	2	-2	·	0.2	2	100	2	-3
C=CCn1ccc(O)c(Cc2ccc(Cl)cc2)c1=O	-0.2	-3	6	3	10	0.2	1	98	-2	-6
Cc1ccc([C@H]2C(C(=O)O)=CC[C@@H](c3ccc(Cl)cc3)N2S(=O)(=O)c2ccc(C)cc2)cc1	-0.1	2	-7	1	·	-0.1	-2	105	6	-5
Cc1oc(-c2ccccc2Cl)nc1CS(=O)CC(=O)NCc1ccc(Cl)cc1 (centres undefined)	0.0	-6	3	10	3	0.5	0	98	-2	-4
O=C(O)CCCNC(=O)/C(=C\C=C\c1ccccc1)NC(=O)c1ccccc1Cl	-0.3	-4	7	-6	-2	0.5	0	99	9	-5
COc1ccc(Cl)cc1NC(=O)CCCn1c(=O)c2cccn2c2cccnc21	0.4	4	13	-3	1	2.5	-1	99	-8	-7
COc1ccccc1NC(=O)c1ccc(NS(=O)(=O)c2ccc(F)c(Cl)c2)cc1	-0.2	-6	-9	-1	2	-1.8	2	98	7	-6
CC(Nc1ccccc1)c1cc(Cl)ccc1O (centres undefined)	0.0	-1	-17	1	0	1.0	-2	98	-5	-2
